# High-throughput results: PubChem BioAssay, several laboratories
# Dynein cargo inh: blocks dynein driven cargo transport along microtubules | 3617.4 mouse cells, GR-EGFP nuclear translocation imaging; test concentration mostly 20 µM; stimulated with dexamethasone, 1 µM; hits give low values | z-score, hits read low | 0.47% of 220,000 active | AID 1381;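 active means plate z-score of nuclear minus cytoplasmic receptor signal below a set negative limit, without overly bright fluorescence or cell loss, cut at about -3.5 in these data, passing the limit was not always enough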;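 further: z-score of nuclear minus cytoplasmic ring GR-EGFP intensity difference per well; some compounds called inactive have numbers as strong as hits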
#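 Also added – dexamethasone, 1.0 µM final · Buffer or medium – tet-free, stripped-serum medium · Schedule – induction 48 h, compound 1 h, agonist 30 min · Detection – formaldehyde fixation, Hoechst nuclear stain, 10x automated fluorescence imaging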
# T cell modulator: T cell immune modulation candidate; 2C CD8+ T cell-vesicle binding, flow cytometry; hits give low values; calls only at 7 µM; 0.068% of 330,000 active; AID 2052;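 active means response, share of CD8 T cells binding vesicles, and their 90th percentile fluorescence all below set limits, cut at about 80% in these data, passing the limit was not always enough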
#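 material = purified 2C TCR transgenic mouse naive CD8+ T cells | controls = Unloaded micro-vesicles (low), QL9 vesicles with 0.7% DMSO (high) | detection = cytometric PE anti-B7-1 and Alexa647 anti-CD8 signals after 1% paraformaldehyde fixation | incubation = binding step 1.5 h, 37 °C, antibody labelling 20 min, ice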
# Insulin prom up: MIN6 insulin promoter up-regulation | 0.3% of 190,000 active | AID 1625 | z-score at 5 µM | MIN6 insulin promoter-GFP reporter, high-content imaging; hits give high values;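 active means z-score above 3 at 5 µM with at least 500 cells counted in the well; inconclusive means wells under 500 cells, flagged as cytotoxic or low count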
# CSM14.1 death rescue: rescue of cells from ER stress-induced death, primary screen, 384-well, CSM14.1, thapsigargin, ATP luminescence (AID 1222). CSM14.1 thapsigargin-induced death rescue, ATP luminescence; higher % means a stronger effect. one-dose cellular ATP content (survival), % at 20 µM; EC50 in µM for titrated hits. 190,000 tested, under 10 active;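 active means EC50 below 50 µM in the dose-response confirmation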;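 further: death triggered by thapsigargin at about 15 µM added after 2 h compound pretreatment; cell ATP read after overnight thapsigargin exposure of roughly 18 to 22 hours; normalized against plate controls of thapsigargin alone and 5% DMSO vehicle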
# Hep lipid drop: modulators of hepatic lipid droplet formation; AID 1656; inhibition, % at 6.5 µM; 0.4% of 240,000 active; AML12 mouse hepatocytes, oleate lipid droplets, BODIPY imaging;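 active means lipid droplet intensity inhibited by at least 50%, with more than 500 cells counted; inconclusive means wells with under 300 cells, treated as cytotoxic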
#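 Technique: fluorescence imaging, 20x objective, two fields per well / Assay system: AML12 hepatocytes (mouse) / Measure: % inhibition of lipid droplet signal / Doses: 6.5 µM single-point dosing / Incubation: overnight exposure / Reagent: 100 µM oleic acid challenge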
# bCat nuc transl: modulators of beta-catenin nuclear translocation; HeLa beta-catenin nuclear translocation, immunofluorescence imaging; nuclear translocation activity, % at 5 µM; 0.3% of 190,000 active; AID 1665;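 active means nuclear translocation activity above 50% at 5 µM, with a well cell count of 50 or more; inconclusive means wells under 50 cells across six images, flagged as toxic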;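 further: per-cell ratio of nuclear to cytoplasmic median beta-catenin stain intensity; plate controls were DMSO negative control for no effect and GSK-3 inhibitor IX positive control for full effect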
#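 Signal – beta-catenin immunofluorescence imaging with DAPI · Test system – human HeLa cell line · Dosing – 5 µM primary single dose, 0.1% DMSO, 0.02–20 µM confirmation series · Measure – % activation, nuclear-to-cytoplasmic median beta-catenin signal ratio per cell · Incubation – 24 h compound exposure at 37°C, 5% CO2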
# PhoP inhibition: inhibitors of PhoP regulon expression, primary screen, Salmonella Typhimurium, GFP reporter (AID 1863); inhibition, % at 50 µM; hits with a dose series show IC50 in µM; 0.16% of 300,000 active; S. Typhimurium PhoP-regulated promoter GFP reporter, 4 h; higher % means a stronger effect;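 active means inhibition over 29.93%, a cutoff 3 SD above the screen mean, later confirmed by dose response; inconclusive means inhibition over 29.93% but no dose response follow-up; inactive means inhibition at most 29.93% or unconfirmed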;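 further: 0% = low Mg2+ inducing control and 100% = high Mg2+ repressing control; strong numbers were not always called active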
# Autophagy mod: modulators of autophagy; MEF GFP-LC3 puncta imaging; test concentration mostly 10 µM; calls only at 10 µM (by protocol); 0.98% of 190,000 active; AID 463193;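 active means percentage of spot-positive cells more than 3 SD above its plate mean, without a fluorescence outlier flag or 80% toxicity; inconclusive means no clear call, values can overlap the other calls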;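 further: spot-positive cell cutoff set from DMSO-treated cells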
# MT stabilizer: microtubule stabilization, imaging screen; 0.83% of 200,000 active; HeLa tubulin immunostaining HCS, 24 h; share of cells brighter than vehicle mean+2SD; % tubulin-high responders, % at 10 µM; AID 2205;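 active means plate Z-score above 3 for both tubulin-high and condensed-nucleus cell shares, with cell loss under 80%, at 10 µM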;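 further: anti alpha tubulin signal scored within the nucleus-defined area of each cell; some results filed as inactive read as strong as hits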
# Dynein cargo inh cytoplasmic EGFP: further read-out of Dynein cargo inh, marked with its call; z-score; measured here: cytoplasmic GR-EGFP intensity; hits give high values
# Dynein cargo inh nuclear GR-EGFP: recorded beside Dynein cargo inh, whose call it bears; z-score; measured here: nuclear GR-EGFP intensity;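 lower value marks the stronger effect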
# Dynein cargo inh cell count: also measured in Dynein cargo inh; calls as there; z-score; measured here: cell count per field
# Insulin prom up cell count: recorded beside Insulin prom up, whose call it bears; cell count; measured here: cytotoxicity, nuclei count;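 total cells summed across four imaged fields per well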
# Hep lipid drop cells 6.5 µM: further read-out of Hep lipid drop, marked with its call; cell count; measured here: cell count, cytotoxicity flag;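 cells counted across two imaged fields per well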
# bCat nuc transl cell count 5 µM: second read-out of bCat nuc transl, no call of its own (marks repeat the call); cell count; measured here: cell count, cytotoxicity flag
# T cell modulator vesicle-bound %: second read-out of T cell modulator, no call of its own (marks repeat the call); double positive events, %; measured here: CD8+ vesicle-bound cell fraction;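 binding gate set so that unloaded-vesicle control wells show 10% double positive cells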
# MT stabilizer Hoechst-high %: second read-out of MT stabilizer, no call of its own (marks repeat the call); % Hoechst-high responders; measured here: nuclear condensation Hoechst responders;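 share of cells brighter than vehicle mean plus two SD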
# MT stabilizer cytotoxicity %: recorded beside MT stabilizer, whose call it bears; toxicity, %; measured here: cytotoxicity by cell density;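 0% = mean cell density of plate MIN control wells and 100% = no cells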
# Autophagy mod cell loss 18 h: second read-out of Autophagy mod, no call of its own (marks repeat the call); toxicity, %; measured here: cell loss, nuclei count;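 cell loss after 18 h compound exposure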
# * hit, by the source's call; i = inactive; ? = inconclusive; . = not tested or not shown; + = active, no number. Compounds were not picked by outcome. Share with any hit: about 3%.
SMILES,Dynein cargo inh,Dynein cargo inh cytoplasmic EGFP,Dynein cargo inh nuclear GR-EGFP,Dynein cargo inh cell count,T cell modulator,T cell modulator vesicle-bound %,Insulin prom up,Insulin prom up cell count,CSM14.1 death rescue,Hep lipid drop,Hep lipid drop cells 6.5 µM,bCat nuc transl,bCat nuc transl cell count 5 µM,PhoP inhibition,Autophagy mod,Autophagy mod cell loss 18 h,MT stabilizer,MT stabilizer Hoechst-high %,MT stabilizer cytotoxicity %
Cc1cccc(C(=O)OCc2cncs2)c1,0.38,-0.35,0.83,-0.11,i,33,0.15,1631,3.8%,1,742,-0.7,947,6%,i,10,3.4,1.5,18
N/C(=N\OC(=O)c1ccc(Cl)cc1Cl)c1ccccn1,0.63,-0.41,0.56,2.3,i,56,-0.48,1533,-5.6%,6,678,-1.6,958,6%,i,8,1.8,0.4,1.3
COc1ccccc1Nc1ccc(S(=O)(=O)N2CCCCC2)cc1[N+](=O)[O-],-0.87,-0.25,-0.54,0.44,i,31,-0.35,1518,7.1%,-18,690,-1.7,1129,6%,i,4,4.6,2.0,5.1
Cc1ccsc1C1CC(=O)OC2=C1C(=O)CC(C)(C)C2 (stereo unspecified),-0.88,0.25,-0.39,1.7,i,53,0.11,1266,1.2%,-2,658,-2.0,1107,8%,i,-44,1.8,1.4,3.0
Cc1ccc(S(=O)(=O)Cc2ccc(C(=O)NCCCN3CCN(C)CC3)o2)cc1,2.7,-0.2,1.8,-1.9,i,28,0.39,1847,-2.9%,-8,672,-0.2,927,-3%,i,5,2.3,3.1,32
OCCCc1nc2ccccc2n1CCc1ccccc1,-0.21,-0.24,0.18,0.42,i,43,.,.,11%,24,781,-1.1,1135,6%,i,-6,2.7,1.7,9.0
COc1ccc(COc2cc(-c3cccc(OC)c3)nc3ccc(N)cc23)cc1,-0.31,0.13,0.2,0.18,i,32,.,.,-0.6%,?,.,.,.,4%,i,77,7.2,21,50
CC(C)CC(COCc1cccc(C(F)(F)F)c1)N1CCN(C(=O)c2cccc(C(F)(F)F)c2)CCC1=O (stereo unspecified),-0.31,-0.29,0.32,0.66,.,.,-0.73,1207,-3.3%,-12,736,.,.,2%,i,-7,2.0,3.9,7.9
O=C(NCc1ccco1)c1cnc2sccn2c1=O,0.15,-0.25,0.083,0.58,i,40,-0.05,1909,-0.7%,-6,674,-2.1,1149,8%,i,-4,2.3,4.3,5.5
CCOC(=O)C(C)n1nc(/C=C/c2ccccc2)ccc1=O (stereo unspecified),-0.12,-0.17,0.15,0.37,i,31,-1.1,1554,5.8%,.,.,3.1,1156,3%,i,2,1.8,1.5,0.5
O=C(Nc1nc2ccccc2n1CCN1CCOCC1)c1ccc(Cl)cc1,-0.55,-0.22,-0.19,0.49,i,49,0.11,1115,.,16,766,-0.7,1299,-9%,.,.,.,.,.
COc1ccc(S(=O)(=O)N2CC3CCCN3c3ccc(C(F)(F)F)cc32)cc1 (stereo unspecified),-0.27,-0.12,-0.3,-1.1,i,23,.,.,2.0%,.,.,.,.,-12%,i,-11,4.0,1.9,5.8
O=C(COC(=O)c1ccco1)NCC1CCCO1 (stereo unspecified),0.27,-0.13,0.55,-1.2,i,1,3*,1004*,-1.4%,.,.,0.2,1180,-3%,i,-25,1.6,1.4,12
Cc1nc(NC(=O)c2ccc(F)cc2)sc1C(=O)Nc1ccc2c(c1)CCC2,0.04,-0.21,-0.53,0.32,i,45,.,.,-0.3%,.,.,.,.,-9%,i,0,1.4,2.2,11
COc1cccc(C2CC(=O)Nc3cc4c(cc32)OCCO4)c1OC(C)C (stereo unspecified),0.23,-0.21,0.36,0.53,i,39,0.07,1892,-1.1%,-11,685,0.4,1039,-1%,i,-15,5.3,4.4,7.8

# Part of the list above, reduced to bCat nuc transl and T cell modulator vesicle-bound %.
Molecule	bCat nuc transl	T cell modulator vesicle-bound %
N/C(=N\OC(=O)c1ccc(Cl)cc1Cl)c1ccccn1	-1.6	56
COc1ccccc1Nc1ccc(S(=O)(=O)N2CCCCC2)cc1[N+](=O)[O-]	-1.7	31

# New compounds follow.
SMILES,Dynein cargo inh,Dynein cargo inh cytoplasmic EGFP,Dynein cargo inh nuclear GR-EGFP,Dynein cargo inh cell count,T cell modulator,T cell modulator vesicle-bound %,Insulin prom up,Insulin prom up cell count,CSM14.1 death rescue,Hep lipid drop,Hep lipid drop cells 6.5 µM,bCat nuc transl,bCat nuc transl cell count 5 µM,PhoP inhibition,Autophagy mod,Autophagy mod cell loss 18 h,MT stabilizer,MT stabilizer Hoechst-high %,MT stabilizer cytotoxicity %
COc1ccccc1Nc1nc(N)nc(-c2oc3ccccc3c2C)n1,0.012,-0.29,0.31,-0.058,i,55,-1.5,1164,-1.0%,18,811,.,.,-7%,i,11,1.4,1.6,10.0
CCOC(=O)N1CCC(N(CCOC)C(=O)Nc2ccc(Cl)c(Cl)c2)CC1,-0.54,-0.2,-0.026,1,i,22,-0.28,1249,-1.3%,-23,771,.,.,4%,+,-37*,4.6,2.5,17
Cc1ccc(-c2nnc(SCC(=O)N/N=C/c3cccs3)n2-c2ccc(C)cc2)cc1,-0.19,-0.2,-0.25,-0.13,i,32,0.01,1453,0.8%,-17,681,-0.9,1056,-6%,i,26,4.3,2.4,7.9
Cc1noc(C)c1C(c1ccccc1)S(=O)(=O)c1ccccc1 (stereo unspecified),2,-0.12,1.2,-1.8,i,39,-0.38,1411,-1.1%,-24,697,-3.0,549,0%,i,9,2.7,2.2,6.9
Cc1ccccc1C(=O)NNC(=O)CN1C(=O)c2ccccc2C1=O,-0.69,-0.25,-0.095,0.32,i,54,-0.26,1440,-1.6%,4,661,-1.7,1101,-15%,i,2,2.2,3.1,4.9
COc1cccc(/C=N/NC(=O)CN2CC(c3ccccc3)CC2=O)c1O (stereo unspecified),-0.21,-0.32,-0.53,0.15,i,47,-0.07,1319,-3.7%,-14,634,0.9,898,19%,i,13,2.4,1.6,4.1
O=C(CSc1nnc(CNC(=O)C23CC4CC(CC(C4)C2)C3)n1-c1ccc(F)cc1)Nc1ccc(F)cc1,-0.16,-0.26,-0.29,0.23,i,45,0.55,1425,1.2%,6,671,-0.4,1180,-11%,i,-5,2.5,3.0,10
OC(CNCCc1ccc(C(F)(F)F)cc1)COc1cccc2ccccc12 (stereo unspecified),-1.8,1.3,-0.9,-2.3,i,63,0.3,1159,12%,-3,610,.,.,?,i,1,5.5,9.0,5.1
CCOC(=O)C1CCCN(C(=O)CCNS(=O)(=O)c2ccc3c(c2)CCC(=O)N3)C1 (stereo unspecified),-0.46,-0.12,-0.23,0.98,i,22,-0.5,1537,-1.2%,.,.,3.6,1343,-8%,i,-5,6.8,1.9,7.4
CC(=O)N1N=C(c2ccc(Br)cc2)CC1c1cn(C)c2ccccc12 (stereo unspecified),0.16,-0.2,0.072,0.53,i,44,-0.86,1255,-1.2%,24,606,0.8,502,-2%,i,18,3.6,2.0,9.4
CC(=O)c1cc(OC(=O)c2ccncc2)ccc1OC(=O)c1ccncc1,-1,-0.24,-0.63,0.46,i,44,0.07,1243,.,-5,711,0.3,991,2%,i,3,3.2,1.6,2.1
COc1ccc(-n2nc3cc(C)c(NC(=O)c4cccnc4)cc3n2)cc1,1.4,-0.17,1.2,-1.2,i,46,-0.08,919,0.7%,16,788,-3.3,1226,5%,i,23,3.2,3.4,15
CC1(C)CC(=O)C(CC2=C(O)CC(C)(C)CC2=O)C(=O)C1,-0.064,0.026,0.65,-0.19,i,18,0.68,1023,0.0%,.,.,0.7,1164,-3%,i,6,3.8,2.2,9.8
O=C(NC1(C(F)(F)F)N=C2SCCN2C1=O)c1cccnc1 (stereo unspecified),-0.2,-0.3,-0.42,0.62,i,51,0.03,1140,-1.8%,6,674,-1.4,509,-9%,i,-15,3.0,3.1,7.7
Cn1c(NC(=O)c2ccc(Br)o2)cc(=O)n(C)c1=O,0.24,0.65,0.5,1.5,i,35,-0.13,1291,1.5%,-16,770,.,.,7%,i,-8,13,31,95
CCCn1c(=O)[nH]c(=O)c2c1nc(-c1cccs1)n2CCOC,-1,-0.35,-0.37,0.23,i,60,-0.85,1217,2.3%,6,668,-0.9,1127,-4%,i,-6,2.2,3.0,3.6
Cc1nc2ccccc2nc1OCC(=O)Nc1ccccc1,0.29,-0.19,-0.1,-0.36,i,53,.,.,1.5%,-2,721,-0.2,1537,3%,i,-4,1.9,2.8,3.3
